# RORgamma inh = ROR gamma (mouse) transcription inhibition; actives 5.4% (n = 310,000); Potency, µM (top dose mostly 53.6 µM), for inactives: top-dose activity change, negative = inhibition, actives largely listed as inhibitors; Drosophila S2 Gal4-RORgamma UAS-luciferase reporter, 20 h; P51450; note: % is set by controls: 0 for no effect and ±100 for the full control effect; nearly all actives have a fitted effect of over 60% in size
#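 A Gal4/UAS one-hybrid system in insect cells: metallothionein-promoter Gal4–ROR gamma fusion plus Photinus luciferase reporter. Copper sulfate 700 uM final, 20 hr ambient incubation, luminescent detection after 10 min with reagent.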
# NPC1 promoter act = activators of NPC1 promoter. Huh7 NPC1 promoter luciferase reporter, 24 h. Potency, µM (titrated, usually from 9.22 µM), without a hit: at the top dose activation, hits mostly activators. actives 2.4% (n = 320,000). AID 485313;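 note: % of control where 0% means no effect; nearly all actives have a fitted effect of over 60% in size; reporter is driven by a mutant NPC1 promoter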
#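 Luminescence read-out of NPC1 promoter-driven luciferase in stably transfected Huh7 cells; compounds delivered in DMSO and left 24 h at 37C, 5% CO2, qHTS titration format.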
# Rab9 prom act = activates the Rab9 promoter; Potency, µM (series often up to 9.22 µM), without a hit: at the highest dose activation, negative = inhibition, most hits filed as activators; actives 2.8% (n = 320,000); Huh7 Rab9 promoter-luciferase reporter, luminescence, 24 h; AID 485297; note: % of control where 0% means no effect; nearly all actives have a fitted effect of over 60% in size
#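 Cell-based reporter: Huh7 stable for Rab9 promoter-driven luciferase, plated in reduced-serum medium with 10% FBS at 1500 cells/well, compound-treated 24 h at 37 °C, luminescence read after 10 min reagent.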
# FLuc modulator = counter-screen for miR-21 project: firefly luciferase inhibitors or activators. purified FLuc, Km substrates, luminescence inhibition. Potency, µM (titrated, usually from 57.5 µM), without a hit: at the highest dose activity change, negative = inhibition, usual class: inhibitors. P08659. actives 6.9% (n = 360,000);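 note: plate controls were vehicle for no effect and reference inhibitor for full effect; nearly all actives have a fitted effect of over 55% in size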
# Target sequence (P08659 whole entry, looked up): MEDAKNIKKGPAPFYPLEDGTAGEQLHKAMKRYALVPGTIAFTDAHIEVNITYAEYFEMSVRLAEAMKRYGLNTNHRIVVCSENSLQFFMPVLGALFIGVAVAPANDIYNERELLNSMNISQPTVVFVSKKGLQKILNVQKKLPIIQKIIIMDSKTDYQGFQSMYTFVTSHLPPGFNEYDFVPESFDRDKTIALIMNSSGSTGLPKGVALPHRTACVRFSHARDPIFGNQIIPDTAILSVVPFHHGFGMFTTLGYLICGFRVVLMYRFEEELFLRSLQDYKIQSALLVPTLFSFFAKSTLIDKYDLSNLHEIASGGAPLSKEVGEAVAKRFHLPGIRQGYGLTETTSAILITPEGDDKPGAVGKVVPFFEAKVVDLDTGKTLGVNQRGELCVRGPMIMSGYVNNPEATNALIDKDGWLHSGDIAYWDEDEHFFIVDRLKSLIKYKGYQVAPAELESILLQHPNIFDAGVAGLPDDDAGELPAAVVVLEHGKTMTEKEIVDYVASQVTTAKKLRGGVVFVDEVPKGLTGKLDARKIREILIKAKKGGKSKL
#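 Purified P. pyralis luciferase, 10 nM final, with Km-level 10 uM D-luciferin and 10 uM ATP in 50 mM Tris acetate pH 7.5, 10 mM Mg acetate, 0.01% Tween-20, 0.05% BSA; 6-point qHTS titration about 60 µM downward; luminescence read.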
# CXXC DNA block = blocks binding of human MLL CXXC domain to DNA. Q03164. MLL-CXXC / FITC-HOXA9 DNA fluorescence polarization. Potency, µM (highest dose often 115 µM), without a hit: at the highest dose activity change, negative = inhibition, most hits filed as inhibitors. actives 0.037% (n = 290,000). AID 2662; active = well fitted inhibition curve with a large enough effect in the polarisation, with a control signal flat, not every such curve was filed as active; inconclusive = small, poorly fitted or top-dose-only effect, or effect the other way, or a change in a side signal; inactive = no such curve, though single readings can be large or run the other way; the % refers to the polarisation
#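 Fluorescence polarization: 7 uM MLL-CXXC (stock) preincubated 5 min with compounds, then 50 nM fluorescein-HOX-A9 DNA (stock) added; 30 min ambient. Buffer 50 mM Tris-HCl pH 7.5, 50 mM NaCl, 1 mM DTT, 0.05% BSA.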
# ELG1 genotox = inducers of genotoxicity in HEK293T ELG1-luciferase cells | HEK293T ELG1-luciferase reporter, luminescence, 16 h | Potency, µM (highest dose often 46 µM), for the others: at the top dose activity change, positive = activation, hits mostly activators | actives 1.3% (n = 330,000) | AID 504466; note: % of control where 0% means no effect; nearly all actives have a fitted effect of over 60% in size
#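 HEK293T cells expressing luciferase-tagged ELG1 were exposed to compound or DMSO vehicle for 16 hr at 37 °C and 5% CO2. Luciferase activity was then measured with ONE-Glo after 30 min at room temperature.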
# BRCA1 expr act = increases BRCA1 expression; MCF7-BRCA1-FFLuc reporter, luminescence, 48 h; response scale: scaled: vehicle 0%, 10 µM genistein 100%; AID 624202; actives 1.1% (n = 380,000); Potency, µM (series often up to 46.1 µM), inactives show at the top dose activation, actives largely listed as activators; note: nearly all actives have a fitted effect of over 80% in size; some results filed as inactive show a strong effect at the top dose
#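 First, MCF7-BRCA1-FFLuc cells (2000/well) attach for 2 h; next, compounds are pin-added and incubated 48 h at 37 °C; finally, luciferase reagent is added and luminescence read after 15 min.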
# uPA generation = cell surface uPA generation inhibition | cell surface uPA generation assay, qHTS | Potency, µM (titrated, usually from 38.3 µM), inactives show top-dose activity change, negative = inhibition, usual class: inhibitors | actives 0.31% (n = 330,000); active = well fitted inhibition curve with a large enough effect; inconclusive = small, poorly fitted or top-dose-only effect; inactive = no such curve, though single readings can be large or run the other way; tested in mouse RAW 264.7 cells; note: % is set by controls: 0 for no effect and ±100 for the full control effect; nearly all actives have a fitted effect of over 55% in size
# p53 reactivator = mutant p53 re-activation in reporter cells. H1299 p53-A138V BP100-luciferase reporter, luminescence, 24 h. Potency, µM (highest dose often 92.2 µM), for the others: top-dose activity change, positive = activation, actives largely listed as activators. actives 0.063% (n = 320,000). AID 504706; note: % of control where 0% means no effect; nearly all actives have a fitted effect of over 45% in size
#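 H1299 (p53-null), stable ts p53-A138V + BP100-Luc; 1000 cells/well, Opti-MEM/10% FBS; cpd 4 pt, 1:5; 24 h, 37 deg C, 5% CO2; detection reagent 10 min RT; luminescence.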
# VP16 counter = inhibits Gal4-VP16 luciferase reporter, ROR gamma counter-screen | Potency, µM (highest dose often 53.6 µM), for the others: at the highest dose activity, negative = inhibition, most hits filed as inhibitors | actives 3.5% (n = 310,000) | Drosophila S2 Gal4-VP16 UAS-luciferase, luminescence, 20 h;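 note: Gal4-VP16 expression switched on by copper sulfate through the metallothionein promoter; % is set by controls: 0 for no effect and ±100 for the full control effect; nearly all actives have a fitted effect of over 50% in size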
# MBNL1 CUG block = inhibitors of human MBNL1 binding to CUG repeat RNA; Q9NR56; TR-FRET MBNL1-His/biotin-(CUG)12 binding, 665/545 ratio; Potency, µM (series often up to 57.5 µM), inactives show at the highest dose activity change, negative = inhibition, actives largely listed as inhibitors; actives 0.036% (n = 280,000); active = well fitted inhibition curve with a large enough effect in the signal ratio, with a control signal flat, not every such curve was filed as active; inconclusive = small, poorly fitted or top-dose-only effect, or effect the other way, or a change in a side signal; inactive = no such curve, though single readings can be large or run the other way; the % refers to the signal ratio; note: % is set by controls: 0 for no effect and ±100 for the full control effect
# Target sequence (Q9NR56 whole entry, looked up): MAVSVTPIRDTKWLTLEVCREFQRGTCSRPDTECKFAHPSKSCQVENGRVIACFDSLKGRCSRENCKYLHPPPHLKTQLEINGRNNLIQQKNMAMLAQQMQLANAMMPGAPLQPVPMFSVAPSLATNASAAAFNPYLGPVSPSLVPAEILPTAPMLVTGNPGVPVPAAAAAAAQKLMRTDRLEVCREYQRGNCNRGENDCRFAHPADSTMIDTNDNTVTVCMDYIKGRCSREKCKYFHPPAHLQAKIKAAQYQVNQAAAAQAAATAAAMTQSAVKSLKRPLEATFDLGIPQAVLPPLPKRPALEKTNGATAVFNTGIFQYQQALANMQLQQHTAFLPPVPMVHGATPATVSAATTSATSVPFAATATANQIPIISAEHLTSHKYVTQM
#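 TR-FRET between His-tagged MBNL1 and biotin-(CUG)12 RNA, detected with Tb anti-His antibody (0.055 ng/ul) and streptavidin-XL665 (5 nM), 60 min at room temperature. Compounds titrated 92 nM to 58 uM; 665/545 nm ratio normalized to buffer and complex controls.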
# An asterisk follows results filed as active; ? = inconclusive; nt = no result given; [ ] = another dose, or the depositor's remark. Unless noted, calls come from the whole dose curve; as a rule, active = well fitted curve in the direction sought with a large enough effect; inconclusive = small, poorly fitted or top-dose-only effect, or another doubt; inactive = no such curve, though single readings can be large; an effect the other way counts as inactive or inconclusive. Potency is the fitted concentration of half-maximal effect.
SMILES,RORgamma inh,NPC1 promoter act,Rab9 prom act,FLuc modulator,CXXC DNA block,ELG1 genotox,BRCA1 expr act,uPA generation,p53 reactivator,VP16 counter,MBNL1 CUG block
CC(Nc1c([N+](=O)[O-])c(=O)oc2ccccc12)C(Cl)c1ccccc1 (configuration not stated),-13%,-1%,2%,2%,5%,-5%,-45%,-11%,-7%,16%,?
COc1ccc(CCNS(=O)(=O)c2ccc3c(c2)NC(=O)CS3)cc1OC,-10%,1%,0%,-1%,36%,2%,0%,0%,12%,-4%,5%
CC(=O)Nc1ccc(Nc2nc(-c3cc4ccccc4oc3=O)cs2)cc1,41%,?,?,5.4µM*,4%,?,?,-11%,-18%,-2%,24%
Cc1cccc(CC(=O)Nc2ccon2)c1,-1%,1%,1%,7%,10%,1%,3%,2%,nt,3%,2%
COc1ccc(O)c(-c2cc(-c3cccs3)[nH]n2)c1,4µM*,12%,?,21µM*,-1%,7%,-17%,2%,?,?,-10%
CC(Oc1ccccc1)C(=O)Nc1cccc([N+](=O)[O-])c1 (configuration not stated),22%,-2%,-5%,0%,-2%,-5%,-14%,2%,-1%,15%,?
O=C(CCc1nc2ccccc2c(=O)[nH]1)OCC(=O)c1ccc(C2CCCCC2)cc1,-6%,-3%,1%,-3%,10%,4%,-2%,6%,-1%,10%,-3%
CC12CCCc3c(O)cc(=O)n(c31)-c1ccccc12 (configuration not stated),-3%,-3%,-3%,4%,10%,-5%,-9%,11%,-2%,7%,-7%
CN(CC(=O)NCCc1ccc(S(N)(=O)=O)cc1)CC(=O)Nc1cccc(F)c1,nt,2%,-3%,5%,nt,-2%,-9%,6%,9%,nt,nt
CC(C(=O)N1c2ccc(F)cc2CCC1C)N1C(=O)c2ccccc2C1=O (configuration not stated),-31%,0%,2%,5%,-4%,10%,16%,4%,-5%,4%,-6%
COc1ccc(N=c2scc(-c3ccc(OC)cc3)n2CCO)cc1,?,-1%,-10%,?,0%,?,-24%,-2%,14%,-78%,-2%
COc1ccc(N2CC(NS(=O)(=O)c3ccc(F)cc3)CC2=O)cc1 (configuration not stated),nt,-2%,-1%,-1%,nt,0%,-1%,7%,4%,nt,nt
C=CCSc1nc2ccccc2c(=O)n1Cc1ccccc1,-5%,-4%,5%,-13%,4%,1%,-29%,-3%,1%,4%,-6%
O=C(NCCCN1CCOCC1)c1ccccc1NS(=O)(=O)c1ccc(Br)cc1,14%,1%,23%,-3%,-4%,-1%,-11%,-5%,1%,-1%,-15%
COc1cc2c(cc1OC)C(c1cccs1)N(C(=O)c1cccc(S(=O)(=O)N(C)C)c1)CC2 (configuration not stated),?,-3%,-2%,-7%,1%,6%,-18%,-4%,-6%,8%,-5%
CS(=O)(=O)N1CCC(C(=O)N2CCN(Cc3ccccc3)CC2)CC1,-14%,4%,5%,0%,-4%,-2%,0%,2%,2%,-1%,-8%
C=CCn1c(O)c(N=Nc2ccccc2C)c2ccccc21,-14%,28%,?,-15%,?,-1%,-29%,-6%,14%,0%,?
CCOC(=O)c1ccc(NC(=O)C2CCCN(S(=O)(=O)c3cnc[nH]3)C2)cc1 (configuration not stated),40%,2%,-2%,-9%,-2%,1%,18%,-1%,-4%,-14%,-6%
O=C(CN1C(=O)c2ccccc2C1=O)Nc1ccccc1N1CCOCC1,13%,-6%,-5%,-1%,-2%,-3%,3%,-3%,0%,7%,-3%
O=[N+]([O-])c1ccc2nonc2c1Nc1ccccc1,-6%,2%,-5%,4%,-6%,15%,-18%,-1%,?,-6%,?
O=C1c2ccccc2C(=O)N1CCC1=CCCCC1,0%,6%,10%,15µM*,-5%,?,-49%,-4%,?,-3%,12%
O=C1NC2(CCCCCC2)C(=O)N1Cc1ccccc1,12%,-5%,-5%[1.84 µM],-1%,?,-3%,0%,7%,4%,-13%,-2%
Cc1ccsc1C1C=C(c2cccc(Br)c2)Nc2ncnn21 (configuration not stated),7.9µM*,-5%,-7%,1%,?,-3%,-30%,3%,-13%,?,20%
O=[N+]([O-])c1cccc2nc(-c3ccccc3)c(-c3ccccc3)nc12,7%,-1%,-1%,1%,19%,-2%,-34%,-6%,2%,-8%,?
CCCc1cc(=O)[nH]c(SCC(N)=O)n1,0%,-1%,1%,4%,0%,-4%,0%,9%,1%,-2%,0%
Cc1cccc(CN2C(=O)/C(=C\c3ccc(C(=O)NCCN4CCOCC4)cc3)Sc3ccccc32)c1,-44%,2%,-10%,-1%,16%,-16%,-39%,-9%,-11%,-15%,3%
Cc1ccc(N(C)S(=O)(=O)c2cccc(C(=O)Nc3ccc(N4CCOCC4)cc3)c2)cc1,nt,-8%,-11%,-11%,nt,-3%,-20%,?,-8%,nt,nt
Cc1ccc(NC(=O)CSCC(=O)NCCc2ccccc2)cc1,11%,0%,3%,-2%,6%,6%,13%,-4%,24%,-1%,-1%
COc1ccc(OC)c2c(N3CC(C)OC(C)C3)cc(C(F)(F)F)nc12 (configuration not stated),?,2.8µM*,3.2µM*,7.6µM*,2%,?,-12%,0%,?,14%,4%
COc1ccc(S(=O)(=O)Nc2ccc(S(=O)(=O)N(C)C)cc2)cc1[N+](=O)[O-],14%,-1%,-9%,4%,8%,3%,-13%,7%,-4%,-4%,?
COc1cc(C2C(C#N)=C(N)Oc3n[nH]c(-c4ccncc4)c32)cc(OC)c1OC (configuration not stated),-3%,2%,-6%,2%,-4%,1%,4%,-8%,0%,3%,17%
COc1ccccc1-c1nnc2sc(-c3cc4ccccc4o3)nn12,-36%,-9%,-17%,-19%,3%,6%,-81%,-10%,0%,4%,6%
N#C/C(=C/c1ccc(O)c(O)c1)c1nc2ccccc2[nH]1,?,0%,-5%,6.7µM*,10%,18%,51%,?,18%,0%,?
Cc1ccc(-c2nn(-c3ccccc3)cc2C2SCC(=O)N2Cc2ccccc2)o1 (configuration not stated),11µM*,1%,-3%,-14%,1%,-26%,-33%,-3%,3%,?,-8%
CNC(=S)N1N=C(c2ccc(C)cc2)CC1c1ccc(Cl)cc1 (configuration not stated),13µM*,0%,1%,-3%,-1%,0%,-19%,-1%,-2%,-2%,12%
COc1ccc(CCNC(=O)CCCOc2ccc(Cl)cc2)cc1OC,10%,-1%,-3%,2%,4%,-11%,-11%,-3%,-20%,4%,-6%
O=C(Nc1ccc(Cl)c([N+](=O)[O-])c1)c1ccncc1,12%,-3%,-3%,0%,10%,-1%,-14%,4%,-3%,5%,nt
O=C1NC(=S)N/C1=C/c1cc([N+](=O)[O-])ccc1O,-18%,-2%,1%,-9%,51%[activator],-1%,5%,-5%,-3%,2%,?
CC(C(=O)OCC(=O)N1CCN(c2ccccc2)CC1)N1C(=O)c2ccccc2C1=O (configuration not stated),nt,1%,1%,1%,nt,0%,-9%,8%,-2%,nt,nt
COC(OC)C1Nc2ccccc2C(=O)N1c1ccc(F)cc1 (configuration not stated),nt,-2%,-2%,2%,nt,0%,-1%,4%,8%,nt,nt
Cc1ccc(/C=C/C(=O)OCC(=O)NC(=O)NCc2ccco2)cc1,nt,2%,-2%,0%,nt,1%,11%,-2%,4%,nt,nt
CCCCc1nc(SCC(=O)N2CCOCC2)c2c(=O)n(C)c(=O)n(C)c2n1,8%,-4%,0%,3%,9%,-5%,-10%,-12%,-14%,-2%,-7%
CCC(CC)NC(=O)CN1CCN(S(=O)(=O)c2ccc(Br)s2)CC1,nt,0%,2%,1%,nt,-2%,2%,1%,-2%,nt,nt
CCOC(=O)CSc1nc(C)c(CC)c(C)c1C(N)=O,31%,-3%,-1%,5%,21%,3%,3%,1%,-3%,4%[10 µM],3%
COc1ccc(C)cc1NC(=O)c1ccc(NC(=O)CC2SC(N3CCCC3)=NC2=O)cc1 (configuration not stated),25%,0%,1%,3%,-8%,-1%,-8%,3%,-5%,-12%,-13%

# Only FLuc modulator and VP16 counter, for some of the entries so far:
SMILES	FLuc modulator	VP16 counter
CC(C(=O)OCC(=O)N1CCN(c2ccccc2)CC1)N1C(=O)c2ccccc2C1=O (configuration not stated)	1%	nt
COC(OC)C1Nc2ccccc2C(=O)N1c1ccc(F)cc1 (configuration not stated)	2%	nt

# High-throughput results: PubChem BioAssay, National Center for Advancing Translational Sciences (NCATS)

# An excerpt (hit frequency here may not be typical).
